# High-throughput results: PubChem BioAssay, several laboratories
# STEP inh – STEP (human) phosphatase inhibition | 0.25% of 360,000 active | AID 588621 | recombinant STEP, OMFP fluorogenic substrate, fluorescence | inhibition, % at 20 µM;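 active = inhibition at 20 µM, scaled per plate between control wells, above about 37%, limit read from the data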;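 note: 0% = DMSO with enzyme and substrate and 100% = substrate only without enzyme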
#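 System: STEP (striatal-enriched tyrosine phosphatase) enzyme, cell-free; medium: Bis-Tris pH 6.0 buffer with DTT, detergent; dosing: 20 µM, 1% DMSO; times: reaction 20 min, ambient temperature; detection: fluorescence, 480/540 nm; read-out basis: normalized % inhibition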
# Rpn11 inh – blocks the human proteasome subunit Rpn11; 0.59% of 360,000 active; calls only at 20 µM; human 26S proteasome, Ub4-pepOG fluorescence polarization; 20S core pre-blocked with epoxomicin;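 active = inhibition at 20 µM, scaled to each plate's controls, above about 33%, limit read from the data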
# Target sequence (O00487 whole entry, looked up): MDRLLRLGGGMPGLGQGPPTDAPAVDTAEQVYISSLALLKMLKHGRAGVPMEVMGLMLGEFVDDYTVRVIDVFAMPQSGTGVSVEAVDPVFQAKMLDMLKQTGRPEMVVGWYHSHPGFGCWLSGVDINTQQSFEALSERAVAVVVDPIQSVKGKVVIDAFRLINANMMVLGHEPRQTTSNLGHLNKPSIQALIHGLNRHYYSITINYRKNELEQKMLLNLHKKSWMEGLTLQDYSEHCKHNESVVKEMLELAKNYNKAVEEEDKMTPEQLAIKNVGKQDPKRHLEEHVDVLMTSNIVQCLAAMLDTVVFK
# DNMT1 block – DNMT1 (human) enzyme inhibition. DNMT1 molecular beacon, Hinp1I cleavage, fluorescence. 0.83% of 360,000 active. P26358. inhibition (reported as % activation of signal), % at 10 µM; in the data active = inhibition above about 50%
# MsrA inh – inhibitors of bovine MsrA | 0.75% of 360,000 active | inhibition, % at 15.5 µM | purified bovine MsrA, absorbance read-out; in the data active = inhibition above about 4.5%;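 note: 0% = vehicle wells with enzyme and 100% = reference inhibitor wells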
# Tb MetRS inh – blocks T. brucei methionyl-tRNA synthetase activity | 0.4% of 360,000 active | purified T. brucei MetRS, ATP depletion, Kinase-Glo luminescence | inhibition, % at 11.9 µM;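 active = inhibition above a per-plate cutoff of the control wells' mean inhibition plus 3 SD, cut at about 5.5% in these data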;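 note: 0% = DMSO wells median and 100% = median of wells with control inhibitor compound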
#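 Dosing: 11.9 µM compound single dose, 0.9% DMSO; Assay system: purified T. brucei MetRS enzyme; Measured by: Kinase-Glo luciferase luminescence reporting remaining unconsumed ATP; Schedule: 15 min plus 2 h at 25 °C.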
# CSN deneddyl inh – inhibitors of human CSN-mediated cullin deneddylation. AID 651999. 0.38% of 360,000 active. Purified CSN, SCF-Nedd8-OG deneddylation, fluorescence polarization. inhibition, % at 12.5 µM. Q92905;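 active = pattern-corrected inhibition above about 35%, with an unprinted fluorescence ratio check between 0.5 and 1.5, limit read from the data, passing the limit was not always enough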;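 note: 0% = enzyme with substrate and 100% = substrate without enzyme; some results filed as inactive read as strong as hits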
#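 Detection – fluorescence polarization · System – HEK293T-derived human Csn5 enzyme · Controls – substrate-only high control, full reaction low control · Timing – 90 min, room temperature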
# Scp-1 inhibitor – Scp-1 (human) phosphatase inhibition; Q9GZU7; Recombinant Scp1, phosphopeptide, malachite green phosphate absorbance; inhibition, % at 20 µM; 0.88% of 340,000 active; AID 493091;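 active = inhibition above about 50% at 20 µM, limit read from the data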;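 note: plate controls were DMSO wells with enzyme for no effect and wells lacking enzyme for full effect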
# Target sequence (Q9GZU7 76-261 limits assumed): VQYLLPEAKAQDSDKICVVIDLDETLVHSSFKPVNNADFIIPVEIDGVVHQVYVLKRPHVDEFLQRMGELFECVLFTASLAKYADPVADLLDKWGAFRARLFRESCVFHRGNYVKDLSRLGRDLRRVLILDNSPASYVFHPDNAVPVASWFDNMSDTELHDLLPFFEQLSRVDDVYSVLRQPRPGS
#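 Test system – truncated SCP-1 phosphatase (76-261aa) · Reagent – Phosphorylated 17-residue peptide substrate · Incubation – 45 min room-temperature reaction, 5 min colour, 30 min stabiliser · Detection – colorimetric phosphate reagent with accelerator and stabiliser, absorbance at 630 nm · Measure – % inhibition at 20 µM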
# NadD inh – blocks S. aureus nicotinate mononucleotide adenylyltransferase; inhibition, % at 20 µM; 0.78% of 360,000 active; purified NadD enzyme, colorimetric absorbance read-out; in the data active = inhibition above about 26%; note: some compounds past the cut are filed as inactive
# LMPTP block – LMPTP (human) inhibition; P24666; 0.22% of 360,000 active; recombinant LMPTP-A, OMFP fluorogenic substrate, fluorescence intensity; inhibition, % at 20 µM;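 active = compounds that cut the enzyme signal by at least half of the control window in the single-dose screen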;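 note: plate controls were DMSO wells with enzyme plus substrate for no effect and substrate without enzyme for full effect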
# Target sequence (P24666 whole entry, looked up): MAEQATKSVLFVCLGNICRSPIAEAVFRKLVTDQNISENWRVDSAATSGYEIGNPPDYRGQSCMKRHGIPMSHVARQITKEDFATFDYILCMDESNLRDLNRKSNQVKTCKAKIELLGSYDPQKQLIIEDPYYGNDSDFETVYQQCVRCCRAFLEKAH
#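 Test system: LMPTP-A phosphatase enzyme; input: 0.625 nM LMPTP-A final; reagent: OMFP substrate, 400 µM final; compound dosing: 20 µM single dose, 3% DMSO; incubation: 50 min dark incubation at room temperature; measured by: endpoint fluorescence intensity from OMFP dephosphorylation; measure: % inhibition relative to no-enzyme and uninhibited control wells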
# SUMO1 PPI mod – alters human SUMO1 binding to SIM partners; inhibition, % at 20 µM; SUMO1 binding to a labelled peptide, TR-FRET, 1 h; AID 602429; 0.33% of 360,000 active; in the data active = inhibition above about 37%
# Target sequence (P63165 whole entry, looked up): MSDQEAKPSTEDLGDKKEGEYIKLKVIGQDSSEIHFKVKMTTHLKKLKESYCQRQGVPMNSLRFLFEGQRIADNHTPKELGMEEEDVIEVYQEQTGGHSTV
# * = called active by the depositor; i = inactive; x = not tested or not shown.
# Sequence of screens: STEP inh, Rpn11 inh, DNMT1 block, MsrA inh, Tb MetRS inh, CSN deneddyl inh, Scp-1 inhibitor, NadD inh, LMPTP block, SUMO1 PPI mod
NS(=O)(=O)c1ccc(CCNC(=O)C(=O)c2cn(CC(=O)N3CCOCC3)c3ccccc23)cc1
  0, i, 1, 2.7, -0.4, 4, -5, 1, -1.3, -6
Cc1ccc(NC(=O)CS(=O)CC(=O)N(c2ccc(C)cc2)C(C)C(=O)NC2CCCCC2)cc1 (centres undefined)
  0, i, 0, -0.1, -1.0, -2, 5, -3, -1.6, -1
Cc1ccc(Cl)cc1N1CCN(C(=O)C2CCN(S(=O)(=O)c3cccnc3)CC2)CC1
  1, i, -7, -0.1, -1.5, 1, -4, 1, -0.3, -1
OCC[C@@H]1C[C@H](O)[C@@H](O)[C@@]2(OCc3ccc4ccccc4c32)O1
  -1, i, 2, 0.5, -0.7, -1, x, 0, -1.0, 11
CN1C(=O)CC(C(=O)O)SC1=Nc1cc(Cl)c(O)c(Cl)c1 (centres undefined)
  0, i, 10, 0.3, 0.0, 2, 0, 12, -31, 3
Cc1ccccc1NC(=O)c1ccccc1NC(=O)Cc1cccc2ccccc12
  -1, i, 14, 1.3, -0.5, -1, -4, -6, 1.8, 1
CC(C)C(c1nnnn1C1CCCC1)N1CCC(C(N)=O)CC1 (centres undefined)
  0, i, 3, -0.6, -1.1, -16, 5, 0, 0.1, 2
Cn1cnc(S(=O)(=O)NC2CCN(Cc3c(F)cccc3Cl)CC2)c1
  -1, i, 2, -0.9, -0.4, 0, -2, 1, -0.7, 2
Nc1nccc(-c2nn(-c3ccc(Cl)cc3)ccc2=O)n1
  -4, i, 1, 0.1, 0.2, 5, -11, 6, -1.0, -9
CN1CCN([C@H]2CS(=O)(=O)N[C@@H]2COCc2ccccc2)CC1
  3, i, 0, 1.3, -0.7, 0, x, -4, -4.0, 2
CCOC(=O)c1ccccc1NC(=O)COC(=O)CSc1ccccc1
  0, i, 0, -0.7, -0.6, 2, 1, -4, 0.0, 1
COc1ccc(/C=C2\C(=O)N(c3c(Cl)cc(Cl)cc3Cl)N=C2NC(=O)c2cccc([N+](=O)[O-])c2)cc1
  8, i, -4, x, 0.2, 5, -16, 84*, 3.8, 33
CCCCn1c(N)c(N(CCOC)C(=O)C2CCN(S(=O)(=O)c3ccc(Cl)cc3)CC2)c(=O)[nH]c1=O
  -2, i, -1, -0.1, -0.4, 0, 9, 3, -3.2, -4
CCOC(=O)N1CCN(C(=O)N2CCOCC2)CC1
  0, i, -2, 1.1, -1.6, 3, 0, -7, -0.8, 0
Cc1c(C(C)CCCO)oc(=O)c2c1Oc1c(C)c(C(C)C[C@@H](C)O)oc(=O)c1C2 (some centres undefined)
  -1, i, 2, -0.7, -0.3, 1, -1, 0, -0.6, 4
Cc1ccc(/C=N/NC(=O)c2cccc(NC(=O)c3ccccc3C)c2)o1
  1, i, -3, 1.2, 0.1, 0, -7, -2, -0.2, 12
NC(=O)N1CCN(C(=O)c2ccco2)CC1
  -10, i, 3, -0.8, -1.8, -1, -3, -1, 0.7, 2
O=C(NCc1cccc(F)c1)Nc1nnc([C@@H]2C[C@H](O)[C@@H](CO)O2)s1
  2, i, 1, 1.8, 0.1, 1, x, -3, -1.0, 7
Cc1ccc(CNC(=O)Nc2ccccc2)c(C)c1
  -2, i, 0, 0.7, -0.3, 2, 2, -3, -0.7, 8
COc1ccc(C(=O)NCCc2nnc3ccc(SCC(=O)N4CCCCC4)nn23)cc1
  0, i, -1, -0.6, 0.1, 1, -5, -6, 0.2, -1
CC(NC(=O)c1ccc(Cl)c(S(=O)(=O)NC2CC2)c1)c1ccco1 (centres undefined)
  0, i, 1, 0.1, -0.2, -5, x, -1, -0.5, -1
Cc1ccc(-n2c(SCC(N)=O)nnc2-c2ccccn2)cc1C
  -2, i, 4, 1.2, -0.5, -2, 5, 4, -0.8, 0
Fc1cccc(/C=N/Nc2ccc(Cl)nn2)c1
  2, i, 3, 1.1, -0.9, 1, 3, 1, 0.6, -2
CS(=O)(=O)c1cccc(C(=O)OCC(=O)Nc2ccc3c(c2)OCO3)c1
  -1, i, -11, 0.8, -0.5, 2, -3, -3, 0.3, -1
Cc1ccc(C)c(NC(=S)NCCN(C2CCCCC2)C2CCCC2)c1
  0, i, 2, 1.4, 0.7, 0, -5, -5, -0.8, 2
Nc1c(C(=O)CSc2nnnn2-c2ccc(O)cc2)c(=O)[nH]c(=O)n1C1CC1
  -3, i, 1, -0.6, -0.1, 3, -6, 5, 0.5, 4
Cc1ccc(NC(=O)Cc2c[nH]c3ccccc23)cc1S(=O)(=O)N1CCCCCC1
  -6, i, -2, 0.0, -0.5, -2, -6, 2, 0.1, 4
COc1ccccc1N1CCN(C(=O)c2cccc(S(=O)(=O)N3CCCCCC3)c2)CC1
  -4, i, -3, 0.9, -0.4, -3, -7, 1, -0.6, 2
COc1ccccc1CN(Cc1nc2ccccc2c(=O)[nH]1)C(=O)Nc1ccccc1C
  -3, i, 1, 1.1, -0.1, 8, -3, 4, -0.3, -2
O=C(Cn1nc(C(=O)O)c2ccccc2c1=O)Nc1cccc(S(=O)(=O)N2CCCCC2)c1
  2, i, 0, 0.2, -0.2, -2, -4, 25, 2.4, 5
CCN(C[C@H]1N[C@@](C)(C(=O)OC)[C@H]2C(=O)N(Cc3ccccc3)C(=O)[C@@H]12)C(=O)C1CCCCC1
  -3, i, 1, 1.1, -0.9, 0, 4, 0, -2.3, -7
CCn1c(C)nc2cc(S(=O)(=O)C(F)F)ccc21
  -2, i, 1, 1.5, -0.7, 2, 2, -1, -0.3, 1
Cc1cc2nc(-c3cccc(Cl)c3)c(CC(C)(C)C)n2c(C)c1Br
  0, i, 16, -0.1, 0.0, -4, x, 10, 2.5, 2
Cc1noc(C)c1S(=O)(=O)N(CCc1ccccc1)Cc1ccccc1
  5, i, -2, 0.9, -0.7, -5, -12, 1, 3.1, -1
c1ccc2c(c1)oc1c(Nc3ccc(CN4CCOCC4)cc3)ncnc12
  0, i, -3, 1.0, 0.1, 4, -10, 0, 3.7, 3
Cc1nnc(SCC(=O)N2CCN(c3cccc(Cl)c3)CC2)n1C1CC1
  0, i, 2, -0.1, 0.3, 2, -8, 0, -1.8, 4
Cc1ccc(OCc2ccc(C(=O)O)o2)cc1C
  2, i, 2, -0.4, -0.5, 4, 30, -3, -2.8, -5
O=C(NCCc1cnn(-c2ccccc2)c1)c1cc(COc2c(F)cccc2F)on1
  2, i, 1, 0.5, -1.3, -4, -8, -5, 1.2, 0
CNC(=S)N/N=C/c1c(C(=O)OC)cnn1-c1ccc(F)cc1F
  3, i, -3, 2.4, -0.8, -2, -10, -1, -3.2, -11
COc1cccc(-c2cc(C(=O)NC3CCCC3)no2)c1
  -1, i, 2, 0.2, -0.6, 2, -17, 2, -0.4, 4
O=C(CSc1ccc(F)cc1)Nc1ccc2c(c1)C(=O)NC2=O
  -4, i, -2, 0.9, -0.6, -7, -4, -6, -33, -10
CC(=O)c1ccc(NC(=O)CSc2nc3nc(C)cc(C)n3n2)cc1
  4, i, 1, -0.1, 0.5, 0, -8, -2, -0.9, -1
COC(=O)[C@H](CCSC)NC(=O)Nc1ccc(OC)cc1
  1, i, 0, -0.3, -0.1, 2, 3, -2, -0.7, 1
CCOC(=O)c1ccc(NC(=O)c2nc[nH]c2C(=O)NC2CCN(C(=O)OC(C)(C)C)CC2)cc1
  -2, i, 16, 0.0, -0.5, -7, 6, -1, 1.3, 1
CCOc1ccc(Br)cc1S(=O)(=O)N1CCSC1
  2, i, 1, 0.1, 0.0, 2, -4, -6, -1.0, 0
CC(=O)NNC(=O)c1cc2sccc2s1
  -2, i, -5, 0.3, -0.5, 2, 3, 3, 1.4, 0
C=CCOc1ccccc1/C=N/NC(=O)c1ccc(Cl)cc1Cl
  0, i, -3, 1.2, 0.2, -2, -4, 4, -0.4, -1
CCCC(O)(c1ccc(Cl)cc1)C(CN1CCOCC1)c1ccccc1 (centres undefined)
  -5, i, 0, -0.4, -0.8, -1, -15, -2, -2.0, -8
C(=C\c1ccccc1)/CN1CCN(C(c2nnnn2Cc2ccccc2)C2CC2)CC1 (centres undefined)
  -1, i, 4, 0.8, 0.5, -7, x, -4, -0.4, 2
Cc1ccc(C(=O)NCCc2n[nH]c(=S)n2C)cc1
  -2, i, 5, 0.6, -1.2, 1, -1, 2, -1.4, 1
C/C(=C/C#N)Nc1ccc(C)cc1
  1, i, 0, 1.0, -0.9, 9, -2, 1, -0.9, -4
O=C(N/N=C/c1c(F)c(F)c(F)c(F)c1F)c1ccc(Cn2cc(Br)cn2)o1
  3, i, 0, -0.4, 0.7, 11, 3, -6, -0.3, -8

# Sorted by length of the SMILES (low to high): some entries from above
# Sequence of screens: STEP inh, Rpn11 inh, DNMT1 block, MsrA inh, Tb MetRS inh, CSN deneddyl inh, Scp-1 inhibitor, NadD inh, LMPTP block, SUMO1 PPI mod
C/C(=C/C#N)Nc1ccc(C)cc1
  1, i, 0, 1.0, -0.9, 9, -2, 1, -0.9, -4
CC(=O)NNC(=O)c1cc2sccc2s1
  -2, i, -5, 0.3, -0.5, 2, 3, 3, 1.4, 0
COC(=O)[C@H](CCSC)NC(=O)Nc1ccc(OC)cc1
  1, i, 0, -0.3, -0.1, 2, 3, -2, -0.7, 1
C=CCOc1ccccc1/C=N/NC(=O)c1ccc(Cl)cc1Cl
  0, i, -3, 1.2, 0.2, -2, -4, 4, -0.4, -1
CC(=O)c1ccc(NC(=O)CSc2nc3nc(C)cc(C)n3n2)cc1
  4, i, 1, -0.1, 0.5, 0, -8, -2, -0.9, -1
Cc1nnc(SCC(=O)N2CCN(c3cccc(Cl)c3)CC2)n1C1CC1
  0, i, 2, -0.1, 0.3, 2, -8, 0, -1.8, 4
O=C(NCCc1cnn(-c2ccccc2)c1)c1cc(COc2c(F)cccc2F)on1
  2, i, 1, 0.5, -1.3, -4, -8, -5, 1.2, 0
C(=C\c1ccccc1)/CN1CCN(C(c2nnnn2Cc2ccccc2)C2CC2)CC1 (centres undefined)
  -1, i, 4, 0.8, 0.5, -7, x, -4, -0.4, 2
O=C(N/N=C/c1c(F)c(F)c(F)c(F)c1F)c1ccc(Cn2cc(Br)cn2)o1
  3, i, 0, -0.4, 0.7, 11, 3, -6, -0.3, -8
CCOC(=O)c1ccc(NC(=O)c2nc[nH]c2C(=O)NC2CCN(C(=O)OC(C)(C)C)CC2)cc1
  -2, i, 16, 0.0, -0.5, -7, 6, -1, 1.3, 1
CCN(C[C@H]1N[C@@](C)(C(=O)OC)[C@H]2C(=O)N(Cc3ccccc3)C(=O)[C@@H]12)C(=O)C1CCCCC1
  -3, i, 1, 1.1, -0.9, 0, 4, 0, -2.3, -7
